Assay outcomes: PubChem, National Center for Advancing Translational Sciences (NCATS)
Chronic BCR inh: qHTS Assay to Find Inhibitors of Chronic Active B-Cell Receptor Signaling. ABC-DLBCL IkBa-CBG/CBR reporter, luminescence ratio, 4 h. Potency, µM (doses to about 46.1 µM), for inactives: top-dose ratio change, negative = lower green/red ratio, hits mostly inhibitors. 0.05% of 340,000 active; active means well fitted inhibition curve with a large enough effect in the signal ratio, with a control signal flat, not every such curve was filed as active; inconclusive means small, poorly fitted or top-dose-only effect, or effect the other way, or a change in a side signal; the % refers to the signal ratio;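 further: potency means the concentration at half of the fitted maximal effect; plate controls were basal doxycycline-induced cells for no effect and cells given 10 µM MG132 for full effect; MG132 reads +100%, hits lower the ratio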
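Doxycycline induced both beetle luciferases in TMD8 lymphoma cells; IKK-driven degradation limits the IkappaBalpha-fused green signal, while red luminescence normalises for cell number and nonspecific effects. Compounds tested up to 46 uM, 4 hrs.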
Giardia kill: Small Molecules that selectively kill Giardia lamblia: qHTS. Giardia lamblia trophozoite viability. activity change, % at 7.66 µM, hits read low. AID 540267, 2011. 0.15% of 340,000 active; in the data active means activity change below about -80%; inconclusive means between about -30% and that limit;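 further: parasites exposed to compound for two days anaerobically before the ATP read; on the % scale 0 is the no-effect control and ±100 the full control effect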
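Giardia trophozoites, 100 cells per well, were exposed to compounds for 48 hrs at 37 deg C under anaerobic conditions; viability was then read as ATP content by bioluminescence after 15-30 min at room temperature.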
Menin-MLL TR inh: qHTS Assay for Inhibitors Targeting the Menin-MLL Interaction in MLL Related Leukemias: Competition With Texas Red Labeled MLL-derived Mutant Peptide | O00255 | Menin + Texas Red MLL mutant peptide, fluorescence polarization | Potency, µM (top dose mostly 61.6 µM), for inactives: at the highest dose FP activity change, negative = inhibition, hits mostly inhibitors | 0.23% of 270,000 active; active means well fitted inhibition curve with a large enough effect in the polarisation, with a control signal flat, not every such curve was filed as active; inconclusive means small, poorly fitted or top-dose-only effect, or effect the other way, or a change in a side signal; inactive means no such curve, though single readings can be large or run the other way; the % refers to the polarisation; further: potency means the concentration at half of the fitted maximal effect; % of control where 0% means no effect; many of its hits are not listed in these tables
GALK inhibitor: qHTS Assay for Inhibitors of Human Galactokinase (GALK). Purified GALK, Kinase-Glo residual ATP luminescence. AID 1868, 2009. Potency, µM (series often up to 57.5 µM), inactives show top-dose activity change, negative = inhibition, most hits filed as inhibitors. 0.007% of 270,000 active; further: potency means the concentration at half of the fitted maximal effect; on the % scale 0 is the no-effect control and ±100 the full control effect
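5 nM enzyme, 35 uM ATP, 100 uM galactose, 20 mM HEPES pH8.0, 5 mM MgCl2; 1 h RT; residual ATP by Kinase-Glo Plus luminescence, qHTS format.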
a7 integrin act: qHTS for Activators of Integrin-Mediated Alleviation for Muscular Dystrophy; alpha7betagal myoblasts, beta-gal FDG fluorescence, 48 h; Potency, µM (series often up to 38.3 µM), inactives show at the highest dose activation, actives largely listed as activators; 0.064% of 350,000 active;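 further: potency means the concentration at half of the fitted maximal effect; 100% = response of the positive control SU9516; nearly all actives have a fitted effect of over 60% in size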
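alpha7betagal+/- myoblasts (passage 13, 250/well) treated 48 h at 37C with compounds at 1:260 dilution of DMSO stock. Lysed, then beta-galactosidase activity read as FDG fluorescence (ex 480/em 540) after 30 min, with pre-read for autofluorescence.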
PKM2 activator: qHTS Assay for Activators of Human Muscle isoform 2 Pyruvate Kinase. 0.34% of 260,000 active. purified PKM2, Kinase-Glo ATP luminescence, activation; response scale: 0% is enzyme alone, no compound. Potency, µM (titrated, usually from 57.5 µM), without a hit: at the highest dose activation, usual class: activators. AID 1631, 2009; further: potency means the concentration at half of the fitted maximal effect; on the % scale 0 is the no-effect control and ±100 the full control effect; nearly all actives have a fitted effect of over 55% in size
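Purified hPK-M2 (>95%) run at intermediate activity with 0.1 mM ADP and 0.5 mM PEP in 50 mM imidazole pH 7.2, KCl, MgCl2; 1 h room temperature. ATP formed read by Kinase-Glo luminescence; normalized to uninhibited and no-enzyme controls.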
Coupling enz: qHTS Assay for Inhibitors of Fructose-1,6-bisphosphate Aldolase from Giardia Lamblia: Coupling assay counterscreen | coupling enzyme system counterscreen, AmpLite Red fluorescence | 0.67% of 290,000 active | AID 2472, 2010 | activity change, negative = inhibition, % at 58.2 µM, hits read low; in the data active means activity change below about -30%; further: on the % scale 0 is the no-effect control and ±100 the full control effect
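Compounds tested against the coupling enzymes alone at 57.5 uM final; readout was AmpLite Red fluorescence (525/598 nm) after 20 min at RT.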
Tb PFK block: qHTS Assay to Find Inhibitors of T. brucei phosphofructokinase. 0.17% of 330,000 active. ATP-dependent 6-phosphofructokinase (Trypanosoma brucei brucei), O15648. AID 485367, 2010. Potency, µM (highest dose often 57.5 µM), without a hit: at the top dose activity, negative = inhibition, actives largely listed as inhibitors. T. brucei PFK, ADP-Glo luminescence;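 further: potency means the concentration at half of the fitted maximal effect; 0% = uninhibited 1x PFK enzyme wells and -100% = no-enzyme wells; nearly all actives have a fitted effect of over 60% in size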
Target sequence (O15648 whole entry, looked up): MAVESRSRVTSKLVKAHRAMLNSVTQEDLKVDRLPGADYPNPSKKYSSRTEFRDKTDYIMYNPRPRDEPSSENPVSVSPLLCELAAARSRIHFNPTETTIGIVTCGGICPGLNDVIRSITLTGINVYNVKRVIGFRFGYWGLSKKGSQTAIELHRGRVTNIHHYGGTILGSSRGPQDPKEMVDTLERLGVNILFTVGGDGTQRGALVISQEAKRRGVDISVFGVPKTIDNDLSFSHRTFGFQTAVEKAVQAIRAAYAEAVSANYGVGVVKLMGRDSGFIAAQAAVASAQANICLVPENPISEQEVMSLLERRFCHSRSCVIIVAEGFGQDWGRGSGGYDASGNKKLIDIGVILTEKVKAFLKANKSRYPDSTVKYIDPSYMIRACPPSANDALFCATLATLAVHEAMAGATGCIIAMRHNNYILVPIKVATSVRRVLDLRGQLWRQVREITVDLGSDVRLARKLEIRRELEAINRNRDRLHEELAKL
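In TEA buffer at pH 8.0 with 5 mM MgCl2, enzyme (1.25 nM) converted F6P (0.5 mM) and ATP (0.1 mM) for 45 min at room temperature. ADP product was read by luciferase luminescence.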
B2AR arrestin: qHTS assay of beta-arrestin-biased ligands of beta2-adrenergic receptor; beta-arrestin recruitment to beta2AR, cell-based reporter; Potency, µM (highest dose often 46.1 µM), without a hit: at the top dose activation, hits mostly activators; 0.02% of 330,000 active; AID 492947, 2010;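 further: potency means the concentration at half of the fitted maximal effect; 0% = DMSO controls and full agonism = EC100 isoproterenol or metaproterenol; nearly all actives have a fitted effect of over 65% in size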
Target sequence (P07550 whole entry, looked up): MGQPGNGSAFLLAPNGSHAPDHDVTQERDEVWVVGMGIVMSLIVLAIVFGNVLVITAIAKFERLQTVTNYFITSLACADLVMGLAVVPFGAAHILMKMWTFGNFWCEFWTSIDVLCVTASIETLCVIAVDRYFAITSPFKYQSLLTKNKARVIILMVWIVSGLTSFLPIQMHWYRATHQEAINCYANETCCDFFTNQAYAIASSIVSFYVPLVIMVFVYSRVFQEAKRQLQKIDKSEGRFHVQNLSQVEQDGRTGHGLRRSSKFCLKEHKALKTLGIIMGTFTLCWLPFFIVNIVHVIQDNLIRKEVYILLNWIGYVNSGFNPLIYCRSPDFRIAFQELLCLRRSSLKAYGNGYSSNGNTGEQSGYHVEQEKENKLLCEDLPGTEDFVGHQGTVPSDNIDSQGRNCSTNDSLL
S-ASM inh: Inhibitors of Secretory Acid Sphingomyelinase (S-ASM): qHTS. Sphingomyelin phosphodiesterase (Homo sapiens), P17405. Potency, µM (highest dose often 57.5 µM), for inactives: at the top dose activity change, negative = inhibition, usual class: inhibitors. AID 504937, 2011. 0.006% of 340,000 active. placental ASM, HMU-PC fluorogenic substrate, 60 min; further: potency means the concentration at half of the fitted maximal effect
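Human placenta-derived ASM preincubated with compound 10 min at room temperature, then reacted with 9 uM (final) fluorogenic HMU-PC substrate for 60 min at 37 C. Stop solution raises pH to 10; fluorescence read at Ex 386/Em 447 nm.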
TSG101-PTAP inh: qHTS Assay for Iinhibitors of HIV-1 Budding by Blocking the Interaction of PTAP/TSG101 | Tumor susceptibility gene 101 protein (Homo sapiens), Q99816 | Fluorescence polarization, FITC-PTAP peptide / Tsg101 binding | Potency, µM (series often up to 115 µM), for inactives: top-dose activity change, negative = inhibition, actives largely listed as inhibitors | 340,000 tested, under 10 active | AID 493005, 2010; active means well fitted inhibition curve with a large enough effect in the main read-out, with a control signal flat, not every such curve was filed as active; inconclusive means small, poorly fitted or top-dose-only effect, or effect the other way, or a change in a side signal; inactive means no such curve, though single readings can be large or run the other way; further: potency means the concentration at half of the fitted maximal effect; % of control where 0% means no effect
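Compounds were pin-transferred onto Tsg101 binding domain (10 uM final) in HEPES pH 7.5 buffer, then FITC-PTAP peptide was added at 50 nM final. After 20 min at RT, polarization reported peptide displacement across a qHTS concentration series.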
An asterisk follows results filed as active; ? = inconclusive; . = no result given; [ ] = another dose, or the depositor's remark. Unless noted, the call rests on the fitted dose curve; in most records, active means well fitted curve in the direction sought with a large enough effect; inconclusive means small, poorly fitted or top-dose-only effect, or another doubt; inactive means no such curve, though single readings can be large; an effect the other way counts as inactive or inconclusive. The list is partial. The share of hits here may be higher or lower than overall.

SMILES | Chronic BCR inh | Giardia kill | Menin-MLL TR inh | GALK inhibitor | a7 integrin act | PKM2 activator | Coupling enz | Tb PFK block | B2AR arrestin | S-ASM inh | TSG101-PTAP inh
Cc1ccc(C(=O)NN2C(=O)C3C4c5ccccc5C(c5ccccc54)[C@@H]3C2=O)cc1 (stereo not given in full) | 0% | -5 | 4% | -3% | -12% | 1% | 0 | 5% | -0.2% | 0% | -3%
CC1Cc2ccccc2N1C(=O)c1nn(C)cc1Br (stereo not given) | -5% | -7 | -4% | -1% | 9% | -6% | 2 | 0% | 1.7% | 8% | -3%
Cc1cc(C(=O)NCCc2ccccc2)c2cc(F)ccc2n1 | 0% | -9 | 0% | 0% | 14% | 2% | 5 | 0% | 0.2% | -5% | -2%
O=C(Nc1ncc2c(n1)-c1ccccc1CC2)C1CC1 | ? | -14 | -9% | 0% | -25% | 4% | -8 | 1% | 0.1% | -2% | 0%
CCN=C1SC(C(=O)Nc2cccc(C)c2)CC(=O)N1CC (stereo not given) | 1% | 21 | 13% | 2% | -19% | 11% | -1 | -7% | 0.0% | 0% | 0%
N#Cc1ccc(Oc2ccc(-c3nc4ccccc4nc3-c3ccccc3)cc2)cc1C#N | -5% | 15 | -4% | -2% | 7% | -21% | 4 | 3% | -0.4% | 7% | -1%
O=C(Nc1c(F)cccc1F)c1cnc(N2CCN(c3ccccn3)CC2)c2ccccc12 | ? | 13 | -12% | -1% | -19% | 1% | -4 | -4% | -0.1% | -8% | -4%
O=C(Nc1ccc(Cl)cc1)Nc1nnc(SCc2ccccc2)s1 | ? | -8 | ? | 1% | -8% | -1% | 0 | -4% | -0.1% | 1% | -5%
CCn1c(SCC(=O)OC)nnc1-c1ccc(C)cc1 | -4% | 13 | . | 3% | 0% | -14% | 1 | 0% | -0.2% | 0% | 0%
COc1cc(/C=N\NC(=O)CNC(=O)c2cccc([N+](=O)[O-])c2)ccc1O | -9% | 13 | 1% | -2% | -11% | 3% | 3 | 2% | -0.3% | 4% | -2%
O=C(CN1C(=O)CS/C1=C\c1nc(-c2ccc(Cl)cc2)cs1)Nc1cccnc1Cl | 1% | -7 | ? | 0% | -1% | 0% | 0 | 7% | -0.1% | 9% | 0%
N#Cc1cccnc1N1CCN(C(=O)COCC(=O)O)CC1 | 3% | -2 | . | -2% | -7% | -2% | 3 | -3% | 0.5% | 18% | -1%
Cc1ccccc1-n1c(SCC(=O)O)nc2sc3c(c2c1=O)CCCC3 | 2% | -4 | 0% | -3% | 17% | . | 11 | 16% | -0.8% | -3% | -4%
Cc1ccc(C(=O)Nc2cccnc2N2CCN(C)CC2)cc1 | -5% | -2 | 1% | 5% | 18% | 0% | 3 | 4% | 0.4% | 0% | 2%
CCC1(C)Cc2c(C#N)c(N)sc(=S)c2CO1 (stereo not given) | ? | -11 | -2% | -2% | 4% | -1% | -29 | 1% | 0.0% | -11% | -4%
Cc1cccc(NC(=O)CSCC(=O)Nc2ccccc2N2CCCCC2)c1 | 16% | 6 | . | . | -41% | . | . | 3% | -0.1% | -4% | -9%
O=C1CC(C(=O)Nc2ccccc2)C2(CCCC2)O1 (stereo not given) | 11% | -3 | -6% | 3% | 13% | 8% | -1 | 3% | -0.3% | 4% | -4%
COC(=O)c1ccccc1NC(=O)c1ccc2nccnc2c1 | ? | -9 | ? | -2% | -5% | 4% | -3 | 17% | 0.6% | 0% | -2%
CCCCNC(=O)c1onc(CSc2nc3ccccc3[nH]2)c1C(=O)NCCCC | 13% | 9 | 14% | . | -1% | 1% | 1 | 5% | 0.0% | -14% | -5%
COc1ccc2c(C)cc(=S)[nH]c2c1 | -6% | -10 | -10% | 10% | -1% | 13% | -2 | 0% | 11% | 19% | -3%
O=C(O)CSc1nnc(COc2cccc3ccccc23)o1 | ? | -20 | 12% | 0% | 40% | 0% | 11 | 0% | -0.1% | 5% | 0%
O=C1Cc2cc([N+](=O)[O-])ccc2N1c1c(Cl)cccc1Cl | 10% | -2 | ? | 2% | 1% | . | -5 | -5% | -0.2% | 2% | -3%
O=C(CN1C(=O)c2ccccc2C1=O)NCCc1c[nH]c2ccccc12 | -1% | 9 | 2% | 0% | 1% | 3% | 1 | -7% | -1.6% | 4% | -1%
Cc1cc(N2C(=O)C3C4C=CC(C4)C3C2=O)no1 (stereo not given) | -3% | -13 | 1% | 0% | -14% | -9% | 5 | -10% | -0.3% | 7% | -5%
Oc1ccc(/C=N/Nc2nc(-c3ccccc3F)nc3ccccc23)c(O)c1 | ? | -13 | . | -1% | -36% | 0% | -4 | 1% | -0.2% | ? | -3%
O=c1cc(-c2ccccc2)[nH][nH]1 | ? | -4 | -20% | -1% | ? | 11% | -4 | 9% | 0.0% | 9% | -3%
C[C@@H](C(=O)NCCc1ccc(F)cc1)N1C(=O)N2CCc3c([nH]c4ccccc34)[C@@]2(C)C1=O | ? | 0 | 12% | . | -9% | 0% | -2 | 5% | 0.1% | -9% | -9%
CC(C)CC(c1nnnn1Cc1ccccc1)N1CCN(C(=O)c2ccco2)CC1 (stereo not given) | 15% | -3 | ? | -3% | -28% | -2% | 1 | -10% | -0.4% | 2% | -1%
O=C(CCCOc1ccc(Cl)cc1)NC1CCCCC1 | -1% | -7 | -5% | 1% | 21% | -1% | 3 | 1% | -0.4% | 4% | -1%
CCOCCCn1c(SC(C)C(=O)NCC2CCCO2)nc2sc(C)c(C)c2c1=O (stereo not given) | 3% | -4 | . | . | 9% | . | . | -6% | 0.1% | 3% | 1%
CCOCCCNC(=O)c1ccc2c(c1)ncn2-c1ccccc1OC | -8% | -15 | 2% | -1% | -18% | . | 1 | -1% | -0.1% | 0% | -2%
CCc1cc(=O)oc2cc(C)c(CN3CCCC(C)C3)c(O)c12 (stereo not given) | -2% | 4 | ? | 0% | 15% | 3% | 0 | ? | -0.6% | -5% | 1%
Brc1ccc(-c2nnc3sc(CNCc4ccc5c(c4)OCO5)cn23)cc1 | 5% | -12 | -4% | 1% | -1% | -1% | 1 | -3% | -0.6% | 0% | -1%
Cc1ccsc1C(=O)Nc1ccccc1N1CCCC1 | 10% | -17 | . | . | 10% | . | . | -3% | -0.3% | 2% | 1%
COc1cc(/C(C)=N/NC(=O)CN2CCN(S(=O)(=O)c3ccc(C)cc3)CC2)ccc1O | -3% | -13 | . | -5% | ? | 6% | -1 | 3% | -1.0% | 4% | -7%
CCN(CC)S(=O)(=O)c1ccc(-c2nnc(SCc3nnc(-c4ccccc4)o3)o2)cc1 | 2% | -15 | ? | 5% | -32%[inhibitor] | -5% | 1 | 0% | 0.0% | 8% | 0%
COc1cccc(NC(=O)NNC(=O)C(C)Oc2ccc3ccccc3c2)c1 (stereo not given) | -1% | 11 | -1% | 2% | -18% | 1% | 0 | 0% | -1.1% | -3% | -6%
O=Cc1ccc(N2CCCC2)c([N+](=O)[O-])c1 | 3% | -3 | 4% | 15% | 8% | 0% | 0 | -10% | 0.0% | -2% | 4%
Cn1c(=O)c([N+](=O)[O-])c(N2CCSCC2)c2ccccc21 | 22% | 2 | . | 4% | -3% | -9% | 0 | -3% | 0.0% | -1% | 0%
CCCNC(=O)C1CC(=O)N(c2ccc(OCc3ccc(Cl)cc3)cc2)C1 (stereo not given) | -2% | -12 | -16% | 4% | -36% | -14% | 4 | 2% | -1.1% | -5% | -1%
COc1cccc(CNC(=O)CCCCCn2c(=S)[nH]c3ccc(N4CCOCC4)cc3c2=O)c1 | -13% | . | 11% | 0% | . | 22% | -23 | 0% | -0.3% | . | .
